From PubChem
ERp5 inh: blocks human ERp5 reductase activity on insulin; Q15084; ERp5 insulin aggregation, absorbance 650 nm, 90 min; inhibition, % at 9.99 µM; 350,000 tested, 0.05% active;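 active = mean replicate inhibition above about 25%, with every replicate also reaching it, limit read from the data, passing the limit was not always enough; inconclusive = only one of those two criteria met; inactive = neither criterion met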
Target sequence (Q15084 whole entry, looked up): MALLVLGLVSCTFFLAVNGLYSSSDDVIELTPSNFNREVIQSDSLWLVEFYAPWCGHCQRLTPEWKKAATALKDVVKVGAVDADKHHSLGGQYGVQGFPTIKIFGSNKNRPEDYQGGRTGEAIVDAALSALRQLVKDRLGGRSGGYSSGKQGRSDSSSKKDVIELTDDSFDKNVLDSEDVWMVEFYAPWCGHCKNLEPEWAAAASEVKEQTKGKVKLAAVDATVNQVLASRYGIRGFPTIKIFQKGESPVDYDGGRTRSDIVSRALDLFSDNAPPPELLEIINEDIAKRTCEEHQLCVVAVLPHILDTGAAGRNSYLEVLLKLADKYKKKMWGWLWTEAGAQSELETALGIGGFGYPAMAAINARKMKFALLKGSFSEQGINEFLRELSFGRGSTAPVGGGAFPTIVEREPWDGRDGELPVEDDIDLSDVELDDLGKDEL
GSIS activator: GLuc luminescence reporter in INS-1E cells, primary screen for activators of glucose-dependent secretion of insulin; activation, % at 16.6 µM; 370,000 tested, 0.61% active; INS-1E GLuc reporter insulin secretion, 2-3 h;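 active = lowest replicate activation of at least 40%, so every replicate reaches that level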;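 note: 0% = median of neutral control wells and 100% = median of IBMX positive control wells; some compounds called inactive have numbers as strong as hits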
CFTR F508del cor: CFTR F508del correction in bronchial cells. CFBE cells, YFP halide quenching; stimulated with forskolin plus potentiator P3; % fluorescence drop versus neutral controls. activity (quench increase), % at 7.58 µM. 350,000 tested, 0.36% active;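 active = mean added fluorescence quench of at least 8% versus neutral control, with both replicates also reaching 8%; inconclusive = only one of the mean or replicate conditions met; inactive = mean below 8% and not both replicates reaching 8%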;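 note: cells transiently co-express mutant CFTR-F508del with the halide-sensitive YFP; corrector assay measuring rescue of mutant channel to the surface after 24 h compound exposure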
PAX8 reporter: inhibitors of PAX8 transcriptional activity in RMG-I cells; AID 652154; RMG-I TPO-luciferase reporter, SteadyGlo, 24 h; inhibition, % at 12.6 µM; 360,000 tested, 1.2% active;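 active = mean replicate inhibition at least 60% with every replicate also reaching 60%; inconclusive = only one of the two criteria is met; inactive = mean below 60% and not all replicates reaching 60%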;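 note: luciferase light reporting Pax8 driven TPO promoter activity; plate controls were median of neutral control wells for no effect and mitoxantrone controls for full effect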
EWS-Fli inh: blocks EWS/Fli oncoprotein-driven transcription. A673 NR0B1-luciferase reporter, viability-normalised. inhibition, % at 12.6 µM. 350,000 tested, 0.67% active;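 active = mean inhibition of at least 50% after viability correction, with every replicate also passing that limit; inconclusive = mean reaches 50% but only one of two replicates passes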;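 note: firefly luciferase signal divided by Alamar Blue viability fluorescence both relative to DMSO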
ARNT-TACC3 inh: ARNT/TACC3 interaction disruption. inhibition, % at 9.99 µM. AlphaScreen His-ARNT PAS-B/GST-TACC3 binding, luminescence; TACC3 fragment carries E629A point mutation. Q9Y6A5. 390,000 tested, 0.66% active;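 active = mean inhibition of replicates at least 50% and at least half of replicates each reaching 50%; inconclusive = half or more replicates reach 50% but mean below 50%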;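 note: 0% = complete ARNT plus TACC3 wells and 100% = ARNT alone without TACC3; many hits fall short of the cut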
XiGFP reactiv: reactivates the inactive X chromosome in mouse fibroblasts; XiGFP mouse fibroblasts, % GFP-positive cells imaging, 3 d; cells co-treated with 5-aza-dC sensitizer; scaled so ellipticine positive control = 100%; activation, % at 7.58 µM; 360,000 tested, 0.055% active; AID 743238;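 active = mean normalized replicate activation at least 10% and every replicate at or above 10%; inconclusive = only one of the two criteria met; inactive = mean below 10% and not all replicates reach 10%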;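 note: 0% = median of on-plate neutral control wells and 100% = ellipticine 6 µM median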
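material = 68-5-11 XiGFP fibroblast line | medium = DMEM plus 5-aza-dC sensitizer | schedule = 3 days compound exposure | benchmarks = positive control ellipticine, 6 µM final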
DENV2 CPE: DENV2-induced cell death inhibition | DENV2-infected cells, cytopathic effect rescue, plate reader | CPE inhibition, % at 9.99 µM | 350,000 tested, 1.7% active; in the data active = CPE inhibition above about 20%, passing the limit was not always enough; inconclusive = no clear call, values can overlap the other calls; tested in BHK-21 cells;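 note: 0% = median of neutral control wells and 100% = median of positive control wells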
Active calls of the source: *; ? = inconclusive; nt = not tested or not shown; & = joins results of further samples.

SMILES	ERp5 inh	GSIS activator	CFTR F508del cor	PAX8 reporter	EWS-Fli inh	ARNT-TACC3 inh	XiGFP reactiv	DENV2 CPE
COc1ccc(NC(=O)Nc2ccc3c(c2)C(=O)N([C@@H](C)CO)C[C@@H](C)[C@H](CN(C)CC2CC2)OCCCC[C@@H](C)O3)cc1	3	15	1.0	-11	nt	4	0.3	-3
COCC(=O)Nc1ccc2c(c1)C(=O)N(C)C[C@@H](OC)[C@@H](C)CN(Cc1ccccn1)[C@@H](C)CO2	-2	11	1.4	nt	4	2	-0.1	-7
COc1cc(NS(=O)(=O)c2ccc(N/C=C\C(=O)c3ccc(OC)c(OC)c3)cc2)nc(OC)n1	2	18	2.8	4	-12	4	0.1	-6
CCCc1cc(=O)[nH]c(SCC(=O)Nc2cc(S(=O)(=O)N3CCOCC3)ccc2N(CC)CC)n1	5	3	4.5	nt	1	-2	0.2	0
NC(=S)N/N=C/c1cn(CCC(=O)O)nc1-c1cccc(Br)c1	3	17	0.3	-3	-40	4	-0.1	?
CC(=O)c1ccc(NC(=O)CN2C(=O)COc3ccc(S(=O)(=O)N4CCCC4)cc32)cc1	8	-12	-1.0	-6	-2	10	0.0	-5
CCCn1c(=N)n(CC(=O)c2ccc(Cl)cc2)c2ccccc21	0	nt	nt	-22	-23	-3	-0.1	10
C[C@H](CO)N1C[C@H](C)[C@H](CN(C)Cc2ccc(C(F)(F)F)cc2)Oc2ccc(NC(=O)c3ccncc3)cc2CC1=O	-3	1	5.2	15	12	-2	-1.2	-5
COc1ccc(C(=O)NCc2nnc(SCC(=O)Nc3cc(Cl)ccc3OC)o2)cc1	3	19	-0.5	8	3	8	1.5	1
Cc1ccc(S(=O)(=O)Nc2ncccn2)cc1	-2	7	-0.3	17	-3	-9	0.1	-3
CCCNC(=O)COc1coc(CN2CCN(c3ccccc3F)CC2)cc1=O	-3	-4	-0.5	-18	-3	-4	0.1	-2
COc1ccc(S(=O)(=O)Nc2ccc3c(c2)CC(=O)N([C@H](C)CO)C[C@@H](C)[C@H](CN(C)S(=O)(=O)c2cccs2)O3)cc1	-1	21	-0.5	-23	-1	8	1.7	18
C[C@H](CO)N1C[C@H](C)[C@H](CN(C)Cc2ccc(Cl)c(Cl)c2)Oc2ccc(NC(=O)Nc3ccc4c(c3)OCO4)cc2CC1=O	-3	-14	-2.0	26	-4	nt	0.0	1
O=C(Nc1ccncc1)c1ccc(NS(=O)(=O)c2cccc(F)c2)cc1	-7	-9	-0.1	31	5	5	0.0	1
C[C@H](CO)N1C[C@H](C)[C@@H](CN(C)C(=O)Nc2ccccc2C(F)(F)F)OCc2cnnn2CCCC1=O	4	23	-2.6&-0.5	-24&-5	3&-3	-6	0.5	-1
CC(C)CN1CN(Cc2ccco2)CNC1=S	nt	10	nt	-14	nt	0	0.0	nt
CCOC(=O)CC1C(=O)NCCN1C(=O)c1sc2ccccc2c1Cl (configuration not stated)	1	7	nt	10	-8	-2	0.1	0
COc1ccc(Cl)cc1C(=O)Nc1ccc(NC(=O)C(C)C)cc1	0	-5	1.5	-14	-16	0	0.1	-1
Cc1ccc(CNC(=O)c2ccc(CS(=O)Cc3cccc(Cl)c3)o2)cc1 (configuration not stated)	4	-12	-1.4	12	nt	nt	-0.1	10
CN(C)Cc1cn(CC[C@H]2CC[C@H](NC(=O)Nc3ccccc3F)[C@H](CO)O2)nn1	-7	-5	-1.2	-13	1	4	-0.2	?
CN1CCN(c2ccc(CNS(=O)(=O)c3ccccc3)cc2)CC1	nt	nt	-2.2	13	-10	-6	-0.1	11
COc1ccc(/C=C/C(=O)Nc2ccc(OC)nc2)cc1	5	8	-4.6	-25	-41	nt	0.4	4
CCOc1ccc(-n2c(-c3ccccc3)c[n+]3c2CCCCC3)cc1	-1	-39	-0.9	86*	31	-3	0.2	-3
Oc1ccccc1C1CC(c2cccs2)=NC(c2ccc(Cl)cc2)N1 (configuration not stated)	5	-19	5.5	-26	-6	-3	0.0	-6
COc1ccc(S(=O)(=O)Nc2cccc(S(=O)(=O)N(C)C)c2)cc1[N+](=O)[O-]	3	-15	3.6	4	-4	5	nt	11
SMILES	ERp5 inh	GSIS activator	CFTR F508del cor	PAX8 reporter	EWS-Fli inh	ARNT-TACC3 inh	XiGFP reactiv	DENV2 CPE
CCc1ccc(NC(=O)c2c(C(=O)Nc3ccccc3)sc3nc(C)cc(=O)n23)cc1	4	12	-0.2	-7	11	-7	0.0	-2
CN(C(=O)CSC(=O)c1ccccc1)c1ccccc1	-2	-5	-1.2	9	0	14	0.2	13
Cn1cnnc1SCC(=O)Nc1cc(C(F)(F)F)ccc1N1CCOCC1	-45	9	-0.2	1	12	-4	0.0	-3
CCC(=O)Nc1ccc2c(c1)C(=O)N(C)C[C@@H](OC)[C@@H](C)CN(Cc1cncnc1)[C@@H](C)CO2	nt	16	1.6	nt	2	nt	0.4	nt
CC(C)NC(=O)N1C[C@@H]2[C@H](c3ccccc31)[C@@H](CO)N2Cc1ccccc1	6	-4	2.1	0	1	-3	0.1	-8
Cc1ccc(NC(=O)Cn2nc(-c3ccccc3Cl)ccc2=O)c(Br)c1	-3	2	-1.3	-17	-11	-4	0.0	4
CC(Sc1nnc(COc2ccc(Cl)cc2)o1)C(=O)Nc1ccc(N2CCOCC2)cc1 (configuration not stated)	-5	3	-0.4	7	-8	-1	0.1	-6
CO[C@@H]1CN(C)C(=O)c2ccc(NC(=O)C3CCCC3)cc2OC[C@@H](C)N(CC2CC2)C[C@@H]1C	0	14	-1.9	-25	-6	-5	0.0	4
C[C@@H](O)C#Cc1ccc([C@@H]2[C@@H](CO)N3CCCCN(C(=O)c4ccc(F)cc4)C[C@@H]23)cc1	-3	2	-1.7	-23	7	-1	0.9	3
CSc1cccc(NC(=O)c2c(Cl)cnn2C)c1	-6	-1	2.3	nt	-27	-2	nt	-4
CN(CC(=O)Nc1ccc(Cl)cc1)C(=O)c1cccc(S(=O)(=O)N2CCN(Cc3ccccc3)CC2)c1	7	-22	1.5	20	18	4	2.6	-14
O=c1c2[nH]c3cccc(Cl)c3c2ncn1Cc1ccco1	3	-8	0.4	5	-4	-3	0.8	-6
COc1ccc2cc(C(=O)C3CCCN(C(=O)CCc4cnn(C)c4)C3)ccc2c1 (configuration not stated)	0	-4	0.5	-101	-50	1	0.2	-2
CCOc1ccc(C(=O)NCC(=O)OCC(=O)c2ccc3c(c2)-c2ccccc2C3)cc1	2	9	0.6	-8	-3	-1	0.1	-3
CC(=O)NC(Cc1ccc(C)cc1)C(=O)NC1CCN(c2ncccc2[N+](=O)[O-])CC1 (configuration not stated)	3	-5	0.4	12	0	-2	0.0	-3
CCCNC(=O)Nc1ccc2c(c1)OC[C@H](C)N(Cc1ccccc1)C[C@@H](C)[C@@H](OC)CN(C)C2=O	-2	-24	2.7	nt	-7	4	-0.1	-12
Cc1ccc2c(c1)N(CC(=O)NCCC1=CCCCC1)C(=O)c1cccnc1O2	-4	-17	-2.5	-4	-2	2	0.0	1
CCCCn1c(N)c(N(Cc2ccccc2)C(=O)COc2ccccc2F)c(=O)[nH]c1=O	3	39	-1.5	-2	-1	nt	0.7	6
CN(C(=O)c1cccc(NC(=O)Cc2ccccc2)c1)c1ccccc1	5	-2	0.7	-6	12	-6	0.0	-7
O=C(Nc1cccc(F)c1)N1CC(=O)N2[C@@H](CO)[C@@H](c3ccc(C#CCC4CCCC4)cc3)[C@@H]2C1	-1	-15	-3.0	-12	-1	nt	0.0	-3
Cc1noc(C)c1S(=O)(=O)Nc1cccc2c1O[C@@H](CN(C)S(C)(=O)=O)[C@@H](C)CN([C@H](C)CO)C2=O	-2	7	2.0	nt	-1	-5	0.0	1
COc1cc(CC(=O)OCC(=O)NCCc2ccc(S(N)(=O)=O)cc2)cc(OC)c1OC	-15	35	3.2	-2	0	nt	0.1	-8
COCCCNC(=O)Cn1c(=O)n(Cc2ccccc2Cl)c(=O)c2cc(OC)c(OC)cc21	4	-4	0.9	10	-10	-5	0.0	-3
c1cnc(N2CCN(Cc3ccc4c(c3)OCO4)CC2)nc1	9&-4	-7&10	-15&-2.0	-22&-13	-7&-18	-3&-1	0.1&0.0	18&-4
Cn1c(=O)[nH]c(NC2CCCCC2)c([N+](=O)[O-])c1=O	nt	15	nt	-4	nt	-3	0.1	nt
SMILES	ERp5 inh	GSIS activator	CFTR F508del cor	PAX8 reporter	EWS-Fli inh	ARNT-TACC3 inh	XiGFP reactiv	DENV2 CPE
CCCNC(=O)N1C[C@H](C)[C@H](OC)CN(C)C(=O)c2ccc(NS(C)(=O)=O)cc2OC[C@H]1C	6	-8	-7.1	nt	0	16	0.4	14
CSCc1nnc(NC(=O)c2ccc(S(=O)(=O)N3CCCCC3C)cc2)o1 (configuration not stated)	0	12	-0.2	2	14	39	0.2	-3
COc1cccc(C(=O)NCc2cn3ccsc3n2)c1	-12	nt	1.4	10	-24	2	0.1	0
O=C(CNCCO)Nc1ccc(F)c(Cl)c1	3	22	0.9	18	4	-7	0.1	-4
C[C@H](CO)N1C[C@H](C)[C@@H](CN(C)C(=O)CC2CC2)Oc2cc(C3=CCCCC3)ccc2S1(=O)=O	3	-26	-2.5	nt	10	-3	0.1	-8
CC(=O)Nc1ccc(NC(=O)C(C)OC(=O)c2cccs2)cc1 (configuration not stated)	5	9	2.5	17	-6	4	0.0	1
CCCCOc1ccc(OCCNC(=O)C2CCCN2C(=O)Nc2ccccc2)cc1 (configuration not stated)	4	-38	-1.6	17	nt	-11	0.3	-1
COc1ccccc1-c1ccc(=O)n(CC(=O)NC2CCc3ccccc32)n1 (configuration not stated)	-1	-13	-4.7	6	-8	6	0.1	6
OC(CNCc1ccccc1F)(c1ccc(F)cc1)c1ccc(F)cc1	3	-30	-2.8	0	-5	-11	0.0	2
CC(OC(=O)CNC(=O)C1CCCCC1)C(=O)NCc1ccccc1 (configuration not stated)	0	nt	-1.6	-25	-5	-9	0.2	3
Cc1ccc(C(=O)NCCCNC(=O)c2ccco2)cn1	2	30	-0.3	15	-2	-1	0.0	5
O=C(O)c1ccc(Cn2c(=S)[nH]c3cc(Cl)ccc3c2=O)cc1	0	19	0.2	7	0	-11	0.2	2
COc1ccc(NC(=O)N(C)C[C@@H]2Oc3ccc(NS(C)(=O)=O)cc3C(=O)N([C@H](C)CO)C[C@@H]2C)cc1	-5	6	-0.4	nt	4	-7	0.7	-6
COCc1cn(CC[C@@H]2CC[C@H](NC(=O)c3ccccc3)[C@@H](CO)O2)nn1	-1	-7	-1.3	-20	-1	-13	-0.1	-3
C/C(=N\Nc1cc(C(F)(F)F)ccc1Cl)c1ccncc1	0	3	3.6	0	16	3	0.0	-1
c1ccc(N=Nc2ccc3cccccc2-3)cc1	0	3	-3.0	-94	-56	57*	0.5	-6
O=C(COc1ccccc1)NCC(=O)N1CCCCCC1	0	2	-4.5	3	-2	-2	-0.4	-5
COc1cc(C(=O)Nc2nnc(C)s2)cc(OC)c1OC	6	9	-4.0	1	1	-3	0.0	0
CCCC#Cc1ccc([C@H]2[C@@H](CO)N(C(=O)C3CCOCC3)[C@H]2C#N)cc1	2	-2	0.4	-3	-3	-7	0.1	0
Cc1ccc(Nc2cc(C(=O)NCCCN3CCOCC3)c3ccccc3n2)cc1C	3	-14	-1.2	-35	-55	-1	0.3	3
CC#CC[N+](C)(C)CCCCCCCCCCCC	-2	-35	4.2	83*	26	-9	0.3	3
